High-throughput results from PubChem.
SENP6 inh – blocks the human protease SENP6. inhibition, % at 10 µM. Q9GZR1. Recombinant SENP6 catalytic domain, aminoluciferin luminescence. actives 1.8% (n = 330,000);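 active means inhibition above about 50% at the single tested dose, limit read from the data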;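 further: plate controls were DMSO wells with enzyme for no effect and DMSO wells lacking enzyme for full effect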
Target sequence (Q9GZR1 628-1112 limits assumed): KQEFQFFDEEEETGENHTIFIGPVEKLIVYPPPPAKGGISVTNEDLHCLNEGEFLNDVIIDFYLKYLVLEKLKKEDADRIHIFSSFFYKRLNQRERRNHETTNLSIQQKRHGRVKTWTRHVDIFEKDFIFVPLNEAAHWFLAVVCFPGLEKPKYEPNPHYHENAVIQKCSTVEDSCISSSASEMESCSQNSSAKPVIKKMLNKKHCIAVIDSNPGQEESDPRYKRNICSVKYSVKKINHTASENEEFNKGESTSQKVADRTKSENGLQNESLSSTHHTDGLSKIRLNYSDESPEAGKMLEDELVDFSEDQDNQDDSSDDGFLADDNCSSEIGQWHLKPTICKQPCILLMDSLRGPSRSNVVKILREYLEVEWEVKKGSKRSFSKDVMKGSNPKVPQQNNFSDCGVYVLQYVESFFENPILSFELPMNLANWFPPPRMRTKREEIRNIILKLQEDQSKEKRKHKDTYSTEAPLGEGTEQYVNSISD
SENP7 inh – blocks the human protease SENP7 | inhibition, % at 5 µM | Q9BQF6 | recombinant SENP7, Z-RLRGG-aminoluciferin luminescence, 40 min | actives 1.5% (n = 330,000);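 active means inhibition above about 50% at the single test dose, limit read from the data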;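 further: plate controls were DMSO with enzyme for no effect and no enzyme buffer wells for full effect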
A3G deaminase – blocks human APOBEC3G single-stranded DNA deamination; Q9HC16; recombinant A3G, ssDNA deamination FAM/TAMRA fluorescence; inhibition, % at 20 µM; actives 0.28% (n = 330,000); AID 493012;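 active means inhibition of at least 40% at 20 µM, with no more than 30% in the related APOBEC3A deaminase screen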;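 further: plate controls were DMSO wells with A3G for no effect and wells lacking A3G enzyme for full effect; some compounds called inactive have numbers as strong as hits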
Target sequence (Q9HC16 whole entry, looked up): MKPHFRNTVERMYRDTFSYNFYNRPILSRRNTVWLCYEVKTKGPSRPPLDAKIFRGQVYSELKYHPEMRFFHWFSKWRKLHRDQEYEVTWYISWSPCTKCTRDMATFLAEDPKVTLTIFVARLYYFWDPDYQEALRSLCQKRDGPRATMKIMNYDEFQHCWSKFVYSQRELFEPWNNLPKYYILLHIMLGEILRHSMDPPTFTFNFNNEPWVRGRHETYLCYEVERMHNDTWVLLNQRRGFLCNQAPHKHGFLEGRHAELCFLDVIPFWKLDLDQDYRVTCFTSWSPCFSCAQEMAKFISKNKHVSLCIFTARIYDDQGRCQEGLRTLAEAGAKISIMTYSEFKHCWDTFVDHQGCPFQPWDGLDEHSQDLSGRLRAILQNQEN
UBC13 polyUb – blocks human UBC13 polyubiquitin chain formation | P61088 | TR-FRET | inhibition, % at 20 µM | actives 0.47% (n = 330,000) | AID 485273; in the data active means inhibition above about 45%, passing the limit was not always enough
SENP8 block-1 – SENP8 (human) protease inhibition; recombinant SENP8, Nedd8 substrate fluorescence; actives 0.64% (n = 360,000); inhibition, % at 20 µM; AID 602440; Q96LD8; in the data active means inhibition mostly above about 40%, no sharp cut-off; inactive means mostly below about 27%
Target sequence (Q96LD8 whole entry, looked up): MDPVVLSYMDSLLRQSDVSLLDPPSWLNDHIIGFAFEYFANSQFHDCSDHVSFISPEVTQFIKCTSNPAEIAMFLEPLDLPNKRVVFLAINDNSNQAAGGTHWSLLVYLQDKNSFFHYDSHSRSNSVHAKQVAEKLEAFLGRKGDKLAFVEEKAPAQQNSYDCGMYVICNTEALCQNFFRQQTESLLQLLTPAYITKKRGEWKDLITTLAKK
Apaf1 inhib – blocks human Apaf-1 apoptosome activity | inhibition, % at 20 µM | O14727 | actives 0.71% (n = 330,000) | reconstituted apoptosome caspase-3 activity, DEVD-Rh110 fluorescence; active means inhibition of at least 40% at 20 µM;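 further: plate controls were DMSO wells for no effect and DEVD-CHO caspase inhibitor wells for full effect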
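Assay system: Apoptosome proteins | Medium: pH 7.5 Hepes buffer with CHAPS, BSA, DTT | Also added: Cytochrome c and DEVD-Rh110 substrate | Times: 30 min plus 50 min, RT | Detection: Rhodamine 110 fluorescence at Ex 480/Em 540 nm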
SENP1 FRET inh – SENP1 (human) catalytic domain inhibition. Q9P0U3. recombinant SENP1 catalytic domain, CyPet-SUMO1-YPet FRET cleavage. inhibition, % at 10 µM. actives 0.21% (n = 360,000);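 active means inhibition at least 30% at 10 µM, raw YFP signal under a set limit, fluorescence ratio 0.5 to 1.5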;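 further: 0% = enzyme with DMSO and 100% = no enzyme wells; some results filed as inactive read as strong as hits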
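Assay system: hSENP1 catalytic domain, recombinant. Amount: SENP1 enzyme, 20 pM final. Schedule: 50 min reaction, RT, dark. Technique: FRET, CFP and YFP emission. Control set: no-enzyme wells low, DMSO-plus-enzyme wells high control.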
SENP8 block-2 – blocks the human protease SENP8; Q96LD8; purified SENP8, Z-RLRGG-aminoluciferin cleavage, luminescence; inhibition, % at 10 µM; actives 1.2% (n = 330,000); AID 2540; in the data active means inhibition above about 50%
* = called active by the depositor; i = inactive; nt = no result given.

Screens in order: SENP7 inh | SENP8 block-2 | A3G deaminase | SENP1 FRET inh | UBC13 polyUb | Apaf1 inhib | SENP6 inh | SENP8 block-1
- COc1ccc(S(=O)(=O)N2CCC(C(=O)NCc3ccc(C)cc3)CC2)cc1
    -3 | 9 | -3 | 5 | 5 | 12 | -14 | 2
- CCN(CC(=O)Nc1c(F)cccc1F)C(=O)C1CC1
    6 | -2 | 2 | -3 | -5 | -2 | 14 | 13
- CCc1c(C)sc(NC(=S)N2CCN(C(=O)C3CCCO3)CC2)c1C(=O)OC (stereo unspecified)
    -8 | 4 | -3 | 0 | 29 | 18 | 11 | 7
- COc1ccc(NC(=O)/C(Cl)=C(/Cl)S(=O)Cc2ccc(C)cc2)cn1 (stereo unspecified)
    -7 | 3 | 1 | 4 | -4 | 1 | 4 | 33
- NC(=O)CS(=O)(=O)c1nc2ccccc2n1Cc1ccccc1F
    3 | -3 | -1 | 0 | 3 | 6 | -20 | 25
- COc1cccc(-n2c(Cc3cc(=O)[nH]c(=O)[nH]3)nnc2SC(C)C)c1
    1 | 5 | -9 | 4 | 4 | -14 | -4 | 8
- CC(NC(=O)c1ccccc1NC(=O)CN1CCN(c2ccccc2O)CC1)c1ccccc1 (stereo unspecified)
    -8 | 3 | -6 | -1 | 6 | 8 | -4 | -8
- Cn1cnc2c(=O)[nH]cc([N+](=O)[O-])c21
    12 | 4 | -5 | -1 | -15 | 12 | 9 | 84*
- CC[C@H](C)[C@H](NC(N)=O)C(=O)NCCc1ccc(OC)cc1
    -4 | -5 | -4 | 0 | -10 | 0 | -6 | -3
- CSc1nc2ccc(NC(=O)c3ccc(F)c(F)c3)cc2s1
    74* | 45 | -5 | -3 | -1 | 4 | 56* | -20
- Cc1cc(C)c(S(=O)(=O)N2CCCCC2CCNC(=O)C(=O)NCc2ccccn2)c(C)c1 (stereo unspecified)
    3 | -7 | -6 | 0 | 4 | 20 | -9 | 8
- CN(CC(=O)Nc1ccccc1N1CCOCC1)S(=O)(=O)c1ccc(F)cc1
    7 | 4 | 4 | 2 | 2 | 8 | 10 | 12
- CCN(CC)S(=O)(=O)c1cc(NC(=O)COC(=O)c2sc3ccccc3c2Cl)ccc1C
    -7 | -7 | -3 | 0 | -2 | -1 | -3 | 14
- COc1ccc(NC(=O)Cc2nnc(SCC(=O)NC3=NCCS3)n2C)cc1
    0 | 7 | -9 | -1 | 4 | -10 | -35 | 5
- O=C(N/N=C(\c1ccccc1)c1cccnc1)C(O)(c1ccccc1)c1ccccc1
    -6 | 4 | -10 | -1 | 0 | 13 | -1 | 15
- CCCc1cc(NCCCCO)n2c(nc3ccccc32)c1C#N
    5 | 2 | -2 | -132 | 15 | 2 | -4 | -277
- Cc1cc(C)c(S(=O)(=O)N2CCN(c3ccc([N+](=O)[O-])c(NCc4ccco4)c3)CC2)c(C)c1
    -14 | -5 | -4 | 2 | -16 | -8 | -6 | 29
- CCn1ccnc1CN(C)Cc1cn(-c2cccc(C)c2)nc1-c1cccc(F)c1
    -2 | -11 | -4 | -1 | 7 | 20 | -32 | 2
- O=C(CCC(=O)N1CCOc2ccccc21)NC1CCCCCC1
    6 | -6 | -2 | 2 | 3 | 9 | -8 | 11
- Cc1cc(N2C(=O)C3C4C=CC(C4)C3C2=O)ccc1NC(=O)c1cccs1 (stereo unspecified)
    4 | 1 | 0 | 3 | -3 | -3 | -2 | 2
- O=C(CNCC1CCCCC1)Nc1ccc(N2CCCCC2)cc1
    2 | -3 | -18 | nt | 14 | 4 | 8 | nt
- O=C(/C=C\c1cn(-c2ccccc2)nc1-c1ccc2c(c1)OCCO2)N1CCOCC1
    -4 | 4 | -2 | 1 | 9 | 20 | -11 | -357
- CCOCCCNC(=O)C(NC(=O)CNC(C)=O)c1ccc(C)cc1 (stereo unspecified)
    3 | -6 | -6 | 0 | -12 | -3 | -10 | 10
- COC(=O)C1CCN(C(=O)c2sc3nc(-c4ccccc4)cn3c2C)CC1
    -2 | 3 | -6 | 0 | 8 | -12 | -2 | 15
- N#CCCN(C(=O)COC(=O)C1CCN(S(=O)(=O)c2cccs2)CC1)c1ccccc1
    2 | 6 | -11 | -2 | 8 | -9 | -2 | 8
- COc1ccc(N(CC(=O)Nc2ccccc2C(=O)NCC(C)C)S(C)(=O)=O)cc1
    -11 | -9 | -7 | 2 | -5 | 11 | -24 | -3
- CSc1ncc(Cl)c(C(=O)NCc2ccc3c(c2)OCO3)n1
    1 | -7 | -5 | 1 | 2 | 2 | -8 | 20
- CCOC(=O)c1c(NC(=O)C2c3ccccc3Oc3ccccc32)sc(C(=O)N(CC)CC)c1C
    -5 | 6 | -6 | -1 | -2 | 25 | -6 | 0
- Nc1ccc2sc(N)nc2c1
    13 | 7 | -3 | 1 | -8 | -6 | -2 | 20
- Cc1cccc(NC2SC(=O)NC2=O)c1 (stereo unspecified)
    9 | 6 | -13 | 1 | 3 | -4 | 2 | 7

The listing continues:
Screens in order: SENP7 inh | SENP8 block-2 | A3G deaminase | SENP1 FRET inh | UBC13 polyUb | Apaf1 inhib | SENP6 inh | SENP8 block-1
- CCOC(=O)/C(C#N)=C/c1cc2ccc(C)cc2nc1Cl
    9 | -1 | -4 | 2 | -3 | 3 | -1 | -1
- COc1ccc(Cc2c(N)nc(C)nc2N)cc1
    3 | 7 | -9 | -1 | 24 | 0 | 8 | 9
- CCCCNC(=O)C1C2C=CC3(CN(Cc4ccccc4Cl)C(=O)C13)O2 (stereo unspecified)
    -4 | 0 | -4 | 1 | -1 | 4 | -4 | 7
- O=C(COC(=O)CCC(=O)c1ccccc1)NCCc1ccccc1
    6 | 0 | 3 | 4 | 4 | 4 | 11 | 0
- C=CCn1c(N2CCCCCC2)nc2c1c(=O)n(C)c(=O)n2C
    -4 | -8 | -8 | 1 | -2 | 7 | -9 | 21
- COc1cc2c(cc1OC)CN(CC(=O)Nc1cccc(C(F)(F)F)c1)CC2
    -2 | 2 | -4 | -5 | 6 | 12 | -8 | -68
- O=C(NN1CCCCC1)c1ccc(COc2ccc(Cl)cc2)cc1
    -13 | -10 | -5 | 0 | -21 | -5 | -3 | 8
- COc1ccc(-c2noc(C3CCCN(C(=O)c4ccccc4C)C3)n2)cc1 (stereo unspecified)
    -10 | -1 | -3 | -1 | 9 | 10 | -16 | 10
- Nc1cccc(-c2nc3ccccc3s2)c1
    100* | 93* | -2 | -19 | 9 | 7 | 100* | i
- CCC(=O)Nc1nnc(SCC(=O)NCCc2ccc(OC)c(OC)c2)s1
    7 | 2 | -4 | 2 | 1 | -3 | -6 | 2
- CC(=O)c1ccn(S(=O)(=O)c2ccc(Cl)cc2)c1
    -3 | -2 | -1 | -2 | 8 | -5 | 1 | 12
- COc1ccc(-c2csc(NC(=O)COc3ccc(N(C)S(=O)(=O)c4ccc(C)cc4)cc3)n2)cc1
    -2 | 1 | -1 | 0 | -1 | -1 | 5 | 28
- C=COC(=O)CSc1snc(SCC(=O)OC)c1C#N
    -1 | -9 | 11 | 40 | 3 | 11 | -17 | 19
- Cc1c(C(=S)NC(=O)C2CC2)c(=O)n(-c2ccccc2)n1C
    13 | 3 | -5 | -14 | -5 | 3 | -11 | -8
- CCOc1ccccc1N1CCN(Cc2ccc(OC)c(OC)c2OC)CC1
    -3 | -7 | -5 | 2 | 9 | -19 | -5 | 20
- COc1ccc(-c2nc(-c3cccc(C(F)(F)F)c3)no2)cc1OC
    -7 | -16 | -4 | 0 | 3 | 11 | -14 | -27
- COc1ccc(NC(=O)C2CCN(S(=O)(=O)c3ccc(Br)s3)CC2)cc1OC
    -2 | 0 | -5 | 0 | 8 | 2 | 4 | 4
- Cn1c2c(c(=O)n(C)c1=O)C(C(F)(F)F)(C(F)(F)F)N=C(C1CCCCC1)N2
    4 | -10 | -3 | -3 | -4 | -4 | -37 | -10
- Cc1c(C(=O)OCC(=O)N(CC(C)C)c2c(N)n(Cc3ccccc3)c(=O)[nH]c2=O)oc2ccccc12
    2 | -8 | -6 | -2 | -5 | 18 | -9 | 5
- COc1cc2c(cc1NC(=O)CN1CCN(S(=O)(=O)c3ccc(F)cc3)CC1)oc1ccccc12
    3 | 2 | -6 | 0 | -5 | 12 | 1 | -10
- COc1cccc(OCCn2cccc2/C=C2/C(=N)N3OC(C)=CC3=NC2=O)c1
    -2 | -6 | -7 | 0 | -2 | 31 | -3 | 22
- c1coc(CNc2ncnc3ccccc23)c1
    -4 | -1 | 0 | 1 | 6 | -2 | -15 | 18
- CCc1ccccc1-n1c(SCC(=O)Nc2ccc3c(c2)OCCO3)nc2[nH]ncc2c1=O
    -4 | -5 | -6 | 0 | 0 | -10 | 12 | 11
- Cc1ccnc(NC(=O)Nc2ccc3c(c2)OCO3)c1
    70* | -9 | -6 | 3 | 4 | -16 | 36 | 7
- CSc1ccc(-c2ccco2)nn1
    6 | -8 | -2 | 1 | 14 | -7 | -43 | -28
- CCC(C)(C)n1nnnc1C(c1cc2cc(C)ccc2[nH]c1=O)N1CCCC1 (stereo unspecified)
    4 | -1 | 3 | -14 | 13 | 15 | -11 | -102
- O=C(CCCc1ccccc1)Nc1ccccc1C(F)(F)F
    16 | -6 | -2 | 1 | -1 | -2 | -20 | 12
- S=C(NCc1ccccc1)Nc1nccs1
    -2 | 3 | -5 | -1 | -2 | 9 | 13 | -2
- CC(C)CCNC(=O)c1ccc(Cn2c(=S)[nH]c3ccccc3c2=O)cc1
    4 | 9 | -5 | 2 | 10 | 23 | 6 | 11
- CCOC(=O)CCCSc1nnc(CCCCCN2C(=O)c3cccc4cccc(c34)C2=O)o1
    -6 | -7 | -10 | 4 | 53* | 29 | -40 | -370

Entries of single compounds as entered above. Order of screens: SENP7 inh, SENP8 block-2, A3G deaminase, SENP1 FRET inh, UBC13 polyUb, Apaf1 inhib, SENP6 inh, SENP8 block-1
Cn1c2c(c(=O)n(C)c1=O)C(C(F)(F)F)(C(F)(F)F)N=C(C1CCCCC1)N2 is listed with 4, -10, -3, -3, -4, -4, -37, -10
C=CCn1c(N2CCCCCC2)nc2c1c(=O)n(C)c(=O)n2C is listed with -4, -8, -8, 1, -2, 7, -9, 21

Some of these compounds in order of length of the SMILES, smallest number first.
Screens in order: SENP7 inh | SENP8 block-2 | A3G deaminase | SENP1 FRET inh | UBC13 polyUb | Apaf1 inhib | SENP6 inh | SENP8 block-1
- c1coc(CNc2ncnc3ccccc23)c1
    -4 | -1 | 0 | 1 | 6 | -2 | -15 | 18
- Cc1c(C(=S)NC(=O)C2CC2)c(=O)n(-c2ccccc2)n1C
    13 | 3 | -5 | -14 | -5 | 3 | -11 | -8
- COc1cc2c(cc1NC(=O)CN1CCN(S(=O)(=O)c3ccc(F)cc3)CC1)oc1ccccc12
    3 | 2 | -6 | 0 | -5 | 12 | 1 | -10

Further results.
Screens in order: SENP7 inh | SENP8 block-2 | A3G deaminase | SENP1 FRET inh | UBC13 polyUb | Apaf1 inhib | SENP6 inh | SENP8 block-1
- O=C(Cc1ccccc1)NCCN1CCCC1
    -3 | -5 | -2 | -3 | -1 | 5 | -18 | 35
- CCOC(=O)c1cc(C#N)c(SCC(=O)O)[nH]c1=O
    -2 | -1 | 0 | -22 | 6 | 11 | 18 | -428
- CC1CCCCN1CC(O)COc1ccc(OCC(O)CN2CCCCC2C)cc1 (stereo unspecified)
    -3 | 10 | -1 | 1 | -2 | -4 | 4 | 11
- CCCCNC(=O)c1ccc2c(c1)N(CC)C(=O)c1ccccc1S2(=O)=O
    6 | 2 | -2 | 0 | 7 | 5 | 1 | 9
- CN(C)CC(C(=O)c1ccccc1)c1ccccc1 (stereo unspecified)
    3 | 0 | -6 | 1 | 5 | 6 | -36 | 30
- COc1ccc(C2=CC(=O)CC(c3ccc(F)cc3)C2)cc1 (stereo unspecified)
    -4 | -12 | -7 | 0 | 6 | 23 | -9 | 8
- CCCCCCC(=O)N(O)C1CC(=O)N(c2ccc(F)cc2)C1=O (stereo unspecified)
    7 | 1 | 36 | -3 | -7 | -10 | -5 | 20

The order is random; about 3.6% have a hit in one of these screens.
